Screens: PubChem BioAssay, Broad Institute
BioA inh = BioA (M. tuberculosis) enzyme inhibition. purified M. tuberculosis BioA enzyme, plate reader. inhibition, % at 9.99 µM. 360,000 compounds, 0.096% hits. AID 602481; in the data active = inhibition above about 40%
* marks the source's active call; other numbers are inactive results; & = joins results of further samples. The list is partial; count on the stated rates, not on these rows.

SMILES	BioA inh
O=C(C[C@@H]1CC[C@@H]2NC[C@@H](O)COC[C@H]2O1)NCCc1ccccc1	-0.4
O=C(C[C@@H]1CC[C@@H](NC(=O)CCN2CCCCC2)[C@@H](CO)O1)Nc1nccs1	-0.5
CCCNC(=O)N(C)C[C@H]1Oc2ncc(C#Cc3ccccc3F)cc2C(=O)N([C@@H](C)CO)C[C@@H]1C	-0.4
CCC(=O)Nc1ccc2c(c1)OC[C@H](C)N(C(=O)c1ccc(F)cc1)C[C@@H](C)[C@@H](OC)CN(C)C2=O	-0.8
Cc1ccc(S(=O)(=O)N(C)C[C@H]2OCCCC[C@@H](C)Oc3ccc(NS(=O)(=O)c4cccs4)cc3C(=O)N([C@H](C)CO)C[C@H]2C)cc1	18
CCC(=O)Nc1ccc2c(c1)OC[C@H](C)N(Cc1nccs1)C[C@@H](C)[C@H](OC)CN(C)C2=O	4.4
C[C@H](CO)N1C[C@H](C)[C@H](CN(C)CC2CCCCC2)Oc2ccc(NS(=O)(=O)c3ccc(Cl)cc3)cc2CC1=O	-1.9
COc1cccc(S(=O)(=O)Nc2ccc3c(c2)[C@@H]2C[C@@H](CC(=O)N[C@@H](C)c4ccccc4)O[C@@H](CO)[C@@H]2O3)c1	2.6
C[C@H]1CN([C@@H](C)CO)C(=O)Cc2cc(NC(=O)C3CCCCC3)ccc2O[C@H]1CN(C)Cc1ccc(C(=O)Nc2ccccc2N)cc1	-4.6
C[C@@H]1CCCCO[C@@H](CN(C)C(=O)c2ccccc2)[C@@H](C)CN([C@H](C)CO)C(=O)c2cc(NC(=O)C3CCCCC3)ccc2O1	-1.5
C[C@H](CO)N1C[C@H](C)[C@@H](CN(C)CC2CCCCC2)OCCCC[C@H](C)Oc2ccc(NC(=O)Nc3ccc4c(c3)OCO4)cc2C1=O	0.2
C[C@H](CO)N1C[C@H](C)[C@H](CN(C)C)Oc2ncc(C#CC(C)(C)O)cc2C1=O	0.4
COc1ccccc1CNC(=O)C[C@H]1C[C@H]2c3cc(NC(=O)C4CCOCC4)ccc3O[C@H]2[C@H](CO)O1	-1.7
C[C@H]1CCCCO[C@H](CN(C)S(=O)(=O)c2cccs2)[C@@H](C)CN([C@@H](C)CO)C(=O)c2cc(NS(C)(=O)=O)ccc2O1	0.7
C[C@@H]1CN([C@H](C)CO)S(=O)(=O)c2ccc(C#C[C@@H](C)O)cc2O[C@H]1CN(C)C(=O)CC1CC1	-0.8
COCC(=O)Nc1ccc2c(c1)C(=O)N(C)C[C@@H](OC)[C@H](C)CN(Cc1cccc(F)c1)[C@@H](C)CO2	0.6
COc1cccc(NC(=O)C[C@H]2CC[C@@H]3[C@H](COc4ccc(NC(=O)C5CCOCC5)cc4C(=O)N3C)O2)c1	-0.4
CO[C@@H]1CN(C)C(=O)c2cc(NC(=O)c3nc4ccccc4s3)ccc2OC[C@H](C)NC[C@H]1C	0.1
C[C@H]1CCCCO[C@H](CN(C)S(=O)(=O)c2ccccc2)[C@@H](C)CN([C@@H](C)CO)C(=O)c2cc(N(C)C)ccc2O1	1.4
C[C@@H]1CN([C@H](C)CO)S(=O)(=O)c2ccc(C#CC3CC3)cc2O[C@@H]1CN(C)C(=O)c1cccc(F)c1	-1.9
C[C@@H]1CN([C@H](C)CO)C(=O)c2cc(-c3ccncc3)cnc2O[C@@H]1CN(C)S(=O)(=O)c1ccc(F)cc1	3.5
COCC(=O)N[C@@H]1C=C[C@@H](CC(=O)N2CCCCC2)O[C@H]1CO	0.9
C[C@H]1CN([C@@H](C)CO)C(=O)c2cc(NC(=O)Cn3cnnn3)ccc2O[C@H]1CN(C)CC1CC1	-1.2
COCCNC(=O)C[C@@H]1CC[C@@H]2[C@H](COc3ccc(NS(=O)(=O)c4ccc(Cl)cc4)cc3C(=O)N2C)O1	0.5
CO[C@@H](C(=O)N(C)C[C@H]1OCc2ccccc2-c2ccccc2C(=O)N([C@H](C)CO)C[C@H]1C)c1ccccc1	0.2
O=C(N[C@@H]1CC[C@H](CCNC(=O)C2CCCCC2)O[C@@H]1CO)c1ccncc1	-5.5
O=C(C1CC1)N1C[C@H]2[C@@H](c3ccccc31)[C@@H](CO)N2C(=O)c1cccc(F)c1	-2.6
COCC(=O)N1[C@@H](C#N)[C@H](c2ccc(-c3cccc(F)c3)cc2)[C@@H]1CO	-2.2
C[C@H]1CN([C@@H](C)CO)C(=O)c2cc(C#Cc3ccccc3F)cnc2O[C@H]1CN(C)S(=O)(=O)c1ccccc1F	-1.2&-0.5
C[C@@H]1CN([C@H](C)CO)C(=O)c2cccc(NC(=O)Nc3ccc(C(F)(F)F)cc3)c2O[C@@H]1CN(C)Cc1ccc(C(=O)O)cc1	-0.3
C/C=C/c1ccc([C@@H]2[C@H](CO)N(C(=O)Cc3ccncc3)[C@H]2CNC(C)=O)cc1	-0.1
CN1C(=O)c2cc(NC(=O)c3ccc(F)c(F)c3)ccc2OC[C@H]2O[C@@H](CC(=O)N[C@H]3CCN(Cc4ccccc4)C3)CC[C@@H]21	0.3
COc1cccc(NC(=O)N[C@@H]2C=C[C@H](CC(=O)NCc3ccccn3)O[C@@H]2CO)c1	-0.5
CCCN(C)C[C@@H]1Oc2cc(-c3cccc(C#N)c3)ccc2S(=O)(=O)N([C@H](C)CO)C[C@@H]1C	4.1
CO[C@@H]1CN(C)C(=O)c2ccc(NC(=O)C3CC3)cc2OC[C@@H](C)N(C(C)=O)C[C@@H]1C	-1.2
CO[C@@H]1CN(C)C(=O)c2ccc(NC(=O)c3cccc(Oc4ccccc4)c3)cc2OC[C@H](C)NC[C@@H]1C	3.4
C/C=C/c1ccc2c(c1)O[C@@H](CN(C)C(=O)CC1CC1)[C@H](C)CN([C@@H](C)CO)S2(=O)=O	-1.0
COc1cccc(S(=O)(=O)N[C@H]2CC[C@H](CCn3cc(-c4ccccn4)nn3)O[C@H]2CO)c1	-0.4
COc1ccc(NC(=O)Nc2ccc3c(c2)[C@@H]2C[C@@H](CC(=O)NCc4ccccn4)O[C@@H](CO)[C@@H]2O3)cc1	-0.8
CN1CCCCN2[C@H](CO)[C@H](c3ccc(-c4cccnc4)cc3)[C@H]2C1	0.1
Cc1noc(C)c1NC(=O)Nc1ccc2c(c1)C(=O)N([C@H](C)CO)C[C@H](C)[C@@H](CN(C)C(=O)CCCN(C)C)OCCCC[C@H](C)O2	2.2
Cc1noc(C)c1NC(=O)N(C)C[C@H]1Oc2ccc(NS(=O)(=O)c3c(C)noc3C)cc2C(=O)N([C@@H](C)CO)C[C@H]1C	-2.4
O=C(C1CC1)N1CCCCN2[C@H](CO)[C@@H](c3ccc(C#CC4(O)CCCC4)cc3)[C@H]2C1	4.7
C[C@H]1CN([C@@H](C)CO)S(=O)(=O)c2ccc(C#Cc3ccccc3F)cc2O[C@H]1CN(C)CC1CC1	-1.0
O=C([C@@H]1[C@@H](CO)[C@@H]2Cn3c(ccc(-c4ccccc4)c3=O)[C@@H]2N1Cc1cocn1)N1CCCCC1	-0.6
O=C(Nc1cccc(F)c1)N[C@@H]1CC[C@H](CCNS(=O)(=O)c2cccc(Cl)c2)O[C@H]1CO	27
COc1ccc(CN(C)C[C@H]2OCCCC[C@@H](C)Oc3ccc(NS(=O)(=O)c4ccc(OC)cc4)cc3C(=O)N([C@@H](C)CO)C[C@@H]2C)cc1	5.6
O=C(Nc1ccc(F)cc1)N[C@H]1C=C[C@H](CC(=O)N2CCOCC2)O[C@H]1CO	-4.0
C[C@@H]1CN([C@H](C)CO)C(=O)c2cc(NC(=O)Nc3ccc4c(c3)OCO4)ccc2O[C@@H]1CN(C)S(=O)(=O)c1ccc(F)cc1	1.0
CCNC(=O)Nc1ccc2c(c1)C(=O)N(C)[C@@H]1CC[C@H](CC(=O)N[C@H](C)c3ccccc3)O[C@H]1CO2	0.9
O=C(NC1CCCCC1)N[C@H]1C=C[C@H](CC(=O)N2CCOCC2)O[C@H]1CO	-2.1
COc1ccc(S(=O)(=O)N(C)C[C@@H]2OCCCC[C@H](C)Oc3ccc(NC(=O)Nc4ccc(C(F)(F)F)cc4)cc3C(=O)N([C@@H](C)CO)C[C@H]2C)cc1	-2.0
Cc1ccc(S(=O)(=O)NCC[C@H]2CC[C@H](NC(=O)Nc3cccc(F)c3)[C@@H](CO)O2)cc1	3.5
CO[C@H]1CN(C)C(=O)c2cc(NC(=O)C3CCC3)ccc2OC[C@@H](C)N(Cc2cccnc2)C[C@H]1C	-0.4
O=C(NCC[C@@H]1CC[C@@H](NC(=O)c2ccc3c(c2)OCO3)[C@@H](CO)O1)Nc1cc(F)ccc1F	-2.2
C[C@@H]1CN([C@H](C)CO)C(=O)c2cc(NC(=O)CCN3CCOCC3)ccc2O[C@@H]1CN(C)Cc1ccc(-c2ccccc2)cc1	3.4
C[C@@H]1CN([C@H](C)CO)C(=O)c2cccc(NC(=O)C3CCOCC3)c2O[C@@H]1CN(C)C(=O)Nc1ccc2c(c1)OCO2	-0.8
C[C@@H]1CN([C@H](C)CO)S(=O)(=O)c2ccc(C3=CCCC3)cc2O[C@@H]1CN(C)CC1CCOCC1	6.3
C[C@@H]1CCCCO[C@H](CN(C)CC2CCCCC2)[C@H](C)CN([C@H](C)CO)C(=O)c2cc(NS(=O)(=O)c3ccc(F)cc3)ccc2O1	7.5
O=C(C[C@H]1CC[C@H]2[C@@H](COC[C@@H](O)CN2Cc2ccc(Cl)cc2)O1)NCc1cccc(F)c1	0.0

Part of the list above in another layout:
| compound | BioA inh |
| --- | --- |
| COc1ccc(CN(C)C[C@H]2OCCCC[C@@H](C)Oc3ccc(NS(=O)(=O)c4ccc(OC)cc4)cc3C(=O)N([C@@H](C)CO)C[C@@H]2C)cc1 | 5.6 |
| O=C(Nc1ccc(F)cc1)N[C@H]1C=C[C@H](CC(=O)N2CCOCC2)O[C@H]1CO | -4.0 |
| C[C@@H]1CN([C@H](C)CO)C(=O)c2cc(NC(=O)Nc3ccc4c(c3)OCO4)ccc2O[C@@H]1CN(C)S(=O)(=O)c1ccc(F)cc1 | 1.0 |
| CCNC(=O)Nc1ccc2c(c1)C(=O)N(C)[C@@H]1CC[C@H](CC(=O)N[C@H](C)c3ccccc3)O[C@H]1CO2 | 0.9 |
| O=C(NC1CCCCC1)N[C@H]1C=C[C@H](CC(=O)N2CCOCC2)O[C@H]1CO | -2.1 |

The results go on:
SMILES	BioA inh
COc1ccc(S(=O)(=O)N(C)C[C@H]2Oc3c(NC(=O)C4CC4)cccc3C(=O)N([C@H](C)CO)C[C@H]2C)cc1	6.0
C[C@@H]1CN([C@H](C)CO)C(=O)c2cc(NC(=O)C3CC3)ccc2O[C@@H]1CN(C)Cc1ccncc1	-2.3
CCNC(=O)C[C@@H]1C=C[C@@H](NS(=O)(=O)c2ccc(F)cc2)[C@H](CO)O1	2.4
COCC(=O)Nc1ccc2c(c1)C(=O)N(C)[C@@H]1CC[C@@H](CC(=O)NCCCN(C)C)O[C@H]1CO2	-2.7
C[C@H](O)C#Cc1ccc2c(c1)O[C@H](CN(C)C)[C@@H](C)CN([C@@H](C)CO)S2(=O)=O	-3.0
C[C@H]1CCCCO[C@H](CN(C)C(=O)Nc2ccc(F)cc2)[C@@H](C)CN([C@@H](C)CO)C(=O)c2cc(NC(=O)Nc3ccc(C(F)(F)F)cc3)ccc2O1	-0.1
CCN(C[C@H]1[C@H](c2ccc(-c3ccccc3)cc2)[C@H](CO)N1C(C)=O)C(C)=O	0.0
Cc1ccc(S(=O)(=O)Nc2ccc3c(c2)C(=O)N([C@@H](C)CO)C[C@@H](C)[C@H](CN(C)C(=O)Nc2ccc(C(F)(F)F)cc2)OCCCC[C@@H](C)O3)cc1	-0.9
Cc1noc(C)c1NC(=O)N(C)C[C@H]1OCCCC[C@@H](C)Oc2ccc(NC(=O)Nc3cccc4ccccc34)cc2C(=O)N([C@H](C)CO)C[C@@H]1C	0.1
C[C@H](CO)N1C[C@H](C)[C@H](CN(C)S(=O)(=O)c2ccc(Cl)cc2)Oc2ccc(NC(=O)CCN3CCOCC3)cc2CC1=O	18
O=C(Nc1cccc(F)c1)N1CCCCN2[C@H](C1)[C@@H](c1ccc(C#Cc3cccnc3)cc1)[C@@H]2CO	-2.3
CC(=O)N(C)C[C@@H]1Oc2ncc(-c3ccc(C)cc3)cc2C(=O)N([C@@H](C)CO)C[C@H]1C	0.6
C[C@@H]1CN([C@@H](C)CO)C(=O)c2cc(NC(=O)Nc3ccccc3)ccc2O[C@@H](C)CCCCO[C@@H]1CN(C)C(=O)c1ccccc1	-0.4
COc1ccccc1C#Cc1ccc([C@@H]2[C@H](CO)N3CCCCN(CCC(F)(F)F)C[C@@H]23)cc1	-2.6
COc1ccc(CN(C)C[C@@H]2Oc3ccc(NC(=O)Cc4ccccc4)cc3C(=O)N([C@H](C)CO)C[C@H]2C)cc1	-2.1
CC(C)NC(=O)N1[C@H](CO)[C@@H]2c3ccccc3N(C)C[C@@H]21	-1.6
COCC(=O)Nc1ccc2c(c1)OC[C@@H](C)N(C(=O)NC(C)C)C[C@@H](C)[C@@H](OC)CN(C)C2=O	-2.1
COc1ccc(S(=O)(=O)Nc2ccc3c(c2)CC(=O)N([C@@H](C)CO)C[C@H](C)[C@H](CN(C)S(C)(=O)=O)O3)cc1	0.1
CO[C@@H]1CN(C)C(=O)c2ccc(NC(=O)C3CC3)cc2OC[C@H](C)N(Cc2cccc(F)c2)C[C@H]1C	-0.7
O=C(Cc1ccncc1)Nc1ccc2c(c1)[C@@H]1C[C@H](CC(=O)N3CCOCC3)O[C@@H](CO)[C@@H]1O2	-1.2
C[C@@H]1CN([C@@H](C)CO)C(=O)c2cccc(NS(=O)(=O)c3ccccc3)c2O[C@@H]1CN(C)S(C)(=O)=O	-0.5

Rewritten in markdown: 3 of the compounds above.
| SMILES | BioA inh |
| --- | --- |
| C[C@H](O)C#Cc1ccc2c(c1)O[C@H](CN(C)C)[C@@H](C)CN([C@@H](C)CO)S2(=O)=O | -3.0 |
| C[C@H]1CCCCO[C@H](CN(C)C(=O)Nc2ccc(F)cc2)[C@@H](C)CN([C@@H](C)CO)C(=O)c2cc(NC(=O)Nc3ccc(C(F)(F)F)cc3)ccc2O1 | -0.1 |
| CCN(C[C@H]1[C@H](c2ccc(-c3ccccc3)cc2)[C@H](CO)N1C(C)=O)C(C)=O | 0.0 |

Entries above that have a thiophene ring, fused or not:
SMILES	BioA inh
Cc1ccc(S(=O)(=O)N(C)C[C@H]2OCCCC[C@@H](C)Oc3ccc(NS(=O)(=O)c4cccs4)cc3C(=O)N([C@H](C)CO)C[C@H]2C)cc1	18
C[C@H]1CCCCO[C@H](CN(C)S(=O)(=O)c2cccs2)[C@@H](C)CN([C@@H](C)CO)C(=O)c2cc(NS(C)(=O)=O)ccc2O1	0.7
